From PubChem
HCV NS3 hel inh: inhibitors of Hepatitis C virus NS3 helicase | NS3 helicase DNA unwinding, Cy5 molecular beacon fluorescence | inhibition, % at 10.9 µM | hit rate 0.56% among 290,000 | AID 1800;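 active = inhibition above the mean of all tested compounds plus 3 SD, set per campaign, cut at about 35% in these data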;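 note: 0% = DMSO wells and 100% = thioflavine S control wells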
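Material: hepatitis C virus NS3 helicase domain fragment enzyme; measured by: Cy5 fluorescence, 0 and 60 min reads; control set: DMSO and thioflavine S; incubation: 60 min unwinding reaction at 25 °C after ATP addition; read-out basis: % inhibition from 60/0 min fluorescence ratio, DMSO 0%, thioflavine S 100%; repeats: singlicate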
VIM-2 inhibitor: blocks Pseudomonas aeruginosa VIM-2 metallo-beta-lactamase; purified VIM-2, nitrocefin hydrolysis, epi-absorbance fluorescence; inhibition, % at 5.6 µM; hit rate 0.89% among 290,000; AID 1527;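 active = inhibition above the mean of all tested compounds plus 3 SD, cutoff set per screening run, cut at about 7.5% in these data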;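 note: red hydrolysis product quenches plate fluorescence so inhibitors raise well fluorescence; 0% = enzyme with DMSO and 100% = DMSO without enzyme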
MEKK3 PB1 HTS: MEKK3-MEK5 PB1 interaction, increase or decrease | hit rate 1.4% among 290,000 | bead-based flow cytometry, Alexa488-MEK5 binding to MEKK3; actives lie on both sides; 0 = blocked by unlabeled MEK5, 100 = vehicle | binding response (% of control), % at 10 µM | Q99759;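 active = binding response more than 3 SD above or below the average of its plate-row segment, actives on both sides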;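 note: Alexa488 bead fluorescence after subtracting the streptavidin-only scavenger bead signal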
Target sequence (Q99759 whole entry, looked up): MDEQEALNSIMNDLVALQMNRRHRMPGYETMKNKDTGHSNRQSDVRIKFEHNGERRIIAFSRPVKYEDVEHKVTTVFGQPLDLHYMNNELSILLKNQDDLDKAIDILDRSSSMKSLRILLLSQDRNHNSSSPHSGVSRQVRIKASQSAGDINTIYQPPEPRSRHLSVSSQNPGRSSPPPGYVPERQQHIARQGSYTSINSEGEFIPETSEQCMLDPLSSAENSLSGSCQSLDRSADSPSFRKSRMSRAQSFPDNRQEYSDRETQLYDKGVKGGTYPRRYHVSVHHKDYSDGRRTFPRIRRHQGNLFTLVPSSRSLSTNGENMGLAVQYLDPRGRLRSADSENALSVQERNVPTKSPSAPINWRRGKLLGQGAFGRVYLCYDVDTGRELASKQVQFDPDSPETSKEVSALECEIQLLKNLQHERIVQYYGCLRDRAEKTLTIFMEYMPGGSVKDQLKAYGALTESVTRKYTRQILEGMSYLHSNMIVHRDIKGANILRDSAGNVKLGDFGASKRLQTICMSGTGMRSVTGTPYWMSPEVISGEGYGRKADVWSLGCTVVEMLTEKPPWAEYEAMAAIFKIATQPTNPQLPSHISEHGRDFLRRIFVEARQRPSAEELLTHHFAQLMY
PHOSPHO1 block: PHOSPHO1 (human) inhibition. recombinant PHOSPHO1, absorbance phosphatase assay. inhibition, % at 13.3 µM. hit rate 1.1% among 290,000. AID 1565; in the data active = inhibition above about 60%
Target sequence (Q8TCT1 whole entry, looked up): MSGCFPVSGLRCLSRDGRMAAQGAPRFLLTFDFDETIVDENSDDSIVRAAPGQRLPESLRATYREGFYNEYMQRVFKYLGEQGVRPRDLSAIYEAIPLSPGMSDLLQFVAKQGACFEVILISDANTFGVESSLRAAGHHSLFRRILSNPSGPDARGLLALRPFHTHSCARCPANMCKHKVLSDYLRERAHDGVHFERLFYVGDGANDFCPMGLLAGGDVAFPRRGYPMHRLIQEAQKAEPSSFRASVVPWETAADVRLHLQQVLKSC
IMP-1 inhibitor: blocks Pseudomonas aeruginosa IMP-1 metallo-beta-lactamase | purified IMP-1, nitrocefin hydrolysis, epi-absorbance fluorescence | inhibition, % at 5.6 µM | hit rate 0.45% among 290,000;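 active = inhibition above the mean plus 3 SD of all compounds in the same screening run, cut at about 4.5% in these data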;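 note: 0% = IMP-1 with DMSO and 100% = DMSO wells lacking enzyme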
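Test system: recombinant IMP-1 enzyme, purified / Medium: HEPES buffer pH 7.1 with ZnSO4 and Brij 35 / Doses: single dose, 5.6 µM / Times: 25 °C, 15 min preincubation, 25 min reaction / Detection: Epi-absorbance via hydrolysed-nitrocefin quenching of white-plate fluorescence, 480/530 nm, EDTA stop / Evaluation: percent inhibition from optical density relative to buffer-blank wells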
p-CIP stab down: lowers stability of the mouse p/CIP coactivator protein; decrease of EGFP signal, % at 10 µM; hit rate 0.01% among 290,000; Q05BA5; F442A p/CIP-EGFP cells, EGFP fluorescence, 16 h;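 active = EGFP signal decrease of at least 30% at 10 µM or well 3 SD below plate mean, unless failing retest; inactive = the rest, including hits failing retest or dose response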; note: some compounds called inactive have numbers as strong as hits; many of its hits are not listed in these tables
UBC9 SUMO inh: blocks human SUMOylation mediated by UBC9 | HTRF SUMOylation assay, SAE1/SAE2 + UBC9, in vitro | inhibition, % at 35 µM | hit rate 0.36% among 290,000 | AID 2006; in the data active = inhibition above about 50%, passing the limit was not always enough; note: strong numbers were not always called active
Target sequence (P63279 whole entry, looked up): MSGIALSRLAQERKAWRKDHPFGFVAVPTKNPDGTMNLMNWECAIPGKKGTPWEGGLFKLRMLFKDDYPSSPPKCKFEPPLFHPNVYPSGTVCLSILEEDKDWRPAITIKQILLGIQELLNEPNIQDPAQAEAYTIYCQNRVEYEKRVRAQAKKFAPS
FID counter: fluorescent intercalator displacement, NS3 helicase counter-screen; DNA fluorescent intercalator displacement, fluorescence; hit rate 0.17% among 290,000; inhibition, % at 7.9 µM; in the data active = inhibition above about 37%;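 note: 0% = vehicle and 100% = reference compound; higher means more ethidium bromide displaced from hairpin DNA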
IDE cell activ: boosts human insulin-degrading enzyme activity in HEK cells | FAbeta-B cleavage, fluorescence polarization; 0% vehicle, 100% cell-free pure enzyme wells | hit rate 0.073% among 340,000 | activation, % at 5.96 µM | P14735;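 active = activation above the mean of all tested compounds plus 3 SD, set per screening campaign, cut at about 17% in these data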
* = called active by the depositor; nt = not tested or not shown.

SMILES | HCV NS3 hel inh | VIM-2 inhibitor | MEKK3 PB1 HTS | PHOSPHO1 block | IMP-1 inhibitor | p-CIP stab down | UBC9 SUMO inh | FID counter | IDE cell activ
CC(C)c1ccc(C(=O)Nc2nnc(S(=O)(=O)N3CCCCC3)s2)cc1 | 5 | -5.8 | 101 | 44 | 0.2 | -13 | 14 | -23 | 5
Cc1nn(C)c(C)c1CN(C)C(=O)CCCC(=O)O | 3 | 0.3 | 97 | 2 | -1.2 | -4 | 22 | 5 | -1
O=C1NC(=S)S/C1=C/c1ccc(N2CCOCC2)o1 | 17 | -4.5 | 100 | 86* | -3.2 | -27 | 28 | -13 | -21
Cc1ccc(Cn2cc(-c3ccccc3)nn2)cc1 | 17 | 0.2 | 98 | -7 | 0.5 | -5 | 5 | -25 | 1
CCc1ccc(N(CC(=O)NCc2ccco2)C(=O)CCC(=O)Nc2nccs2)cc1 | -8 | -1.6 | 101 | 27 | -1.9 | -12 | 4 | -40 | -3
COc1ccc(CNC(=O)COc2cc3c(c4oc(=O)cc(C)c24)CCC(C)(C)O3)cc1 | -11 | 0.3 | 99 | 24 | -2.9 | -8 | 22 | -40 | -3
Nc1c(Br)c(=O)[nH]c(=O)n1-c1ccc(F)cc1 | 6 | 0.0 | 100 | 28 | -0.6 | 4 | 8 | -1 | -4
CC(C)Cn1nc(NS(=O)(=O)c2cccc3nonc23)c2cc3ccccc3nc21 | 7 | -3.4 | 101 | 32 | -2.1 | -3 | 3 | -20 | 3
Cc1ccc(CNC(=O)C2CCC(CNc3nc(=S)[nH]c4ccccc34)CC2)cc1 (stereo not given) | -11 | -4.7 | 91 | 32 | -2.5 | 3 | 28 | -4 | -2
CCOC(=O)Cn1c(=NC(=O)C(C)C)sc2c(C)cc(C)cc21 | -3 | -0.1 | 92 | -35 | -3.1 | 8 | -22 | -10 | 1
COc1ccc(C(=O)N2CCN(Cc3nc(CC4CC4)no3)CC2)cc1 | -3 | -1.3 | 105 | 40 | -3.4 | 16 | 4 | -12 | 5
CCC(=O)NC1(C(F)(F)F)C(=O)NC(C)=C1C#N (stereo not given) | -1 | -1.2 | 98 | 14 | -2.1 | -10 | 10 | 8 | 1
Cc1ccc(NC(=O)CS(=O)CC(=O)N(C2CCCC2)C(C)C(=O)NC2CCCCC2)cc1 (stereo not given) | 6 | -0.4 | 107 | -1 | 0.6 | -21 | -5 | -54 | 3
CC1CCC(n2c(=S)[nH]c3ccccc3c2=O)CC1 (stereo not given) | 4 | -3.6 | 98 | 45 | -3.6 | -7 | 13 | -7 | 6
Cc1ccc(C(=O)N2CCCCCC2)cc1S(=O)(=O)Nc1ccccc1 | -16 | 1.3 | 104 | 51 | -3.2 | -18 | -5 | -45 | -1
O=C(CN1CCC(NC(=O)C2CC2)CC1)Nc1cccc(F)c1 | 2 | -0.7 | 103 | 32 | -2.0 | 7 | 4 | -3 | -7
COc1ccc(C)cc1S(=O)(=O)N(CC(=O)Nc1ccc2c(c1)OCCO2)Cc1ccccc1 | -5 | -5.3 | 78 | 7 | -4.8 | -7 | -13 | -24 | -2
Cc1ccc(CO/N=C/C2=C(Cl)c3ccccc3CC2)cc1 | -5 | -2.0 | 109 | -60 | -2.5 | -7 | 10 | -3 | 5
O=C(c1cc(F)c(F)cc1Cl)N1CCN(c2ccc([N+](=O)[O-])c3ncccc23)CC1 | 0 | -1.2 | 100 | -20 | -1.5 | -13 | 8 | -3 | 0
O=C(NC12CC3CC(CC(C3)C1)C2)C1=COCCO1 | 7 | -3.1 | 104 | -11 | -1.0 | -4 | -29 | 1 | -4
CCCCOc1ccc(N(CC(=O)NC(C)C)C(=O)CCC(=O)Nc2ccccn2)cc1 | 4 | -3.2 | 99 | 45 | -0.7 | -15 | 7 | -7 | 7
CC(C)NCC(O)COc1c(F)cc(Br)cc1F (stereo not given) | 2 | -0.8 | 107 | 18 | -0.3 | -7 | 10 | 2 | -3
c1ccc2c(c1)CC1(CCCCC1)n1nnnc1-2 | -1 | -1.3 | 109 | 20 | -0.6 | -10 | 14 | -5 | 1
COc1ccc(C(=O)CSc2nnc3ccccn23)cc1OC | 15 | 0.0 | 64 | 6 | -1.2 | -2 | 8 | -2 | -2
CN(C)S(=O)(=O)c1ccc(NC(=O)CCNC(=O)c2ccco2)cc1 | -2 | -2.1 | 99 | 15 | 1.4 | -10 | 13 | -5 | -2

Three of the entries above in order of the IMP-1 inhibitor value, rising:
SMILES	IMP-1 inhibitor
O=C(CN1CCC(NC(=O)C2CC2)CC1)Nc1cccc(F)c1	-2.0
CC(C)NCC(O)COc1c(F)cc(Br)cc1F (stereo not given)	-0.3
CN(C)S(=O)(=O)c1ccc(NC(=O)CCNC(=O)c2ccco2)cc1	1.4

(further entries)
SMILES | HCV NS3 hel inh | VIM-2 inhibitor | MEKK3 PB1 HTS | PHOSPHO1 block | IMP-1 inhibitor | p-CIP stab down | UBC9 SUMO inh | FID counter | IDE cell activ
CN(C)C(CNC(=O)C1CCN(S(=O)(=O)c2cccc(C(F)(F)F)c2)CC1)c1ccccc1 (stereo not given) | -25 | -2.2 | 102 | 31 | -4.5 | -3 | 4 | 17 | 5
Cc1cccc(Cn2nc(C(C)(C)C)cc2C(=O)N2CCOCC2)c1 | 10 | -3.1 | 103 | 33 | -0.3 | 6 | 1 | -24 | -1
Cc1cc(Cl)c(S(=O)(=O)Nc2ccc(Cl)cn2)cc1OCC(N)=O | 0 | -1.9 | 103 | 0 | -5.3 | 1 | 14 | -12 | 6
COc1ccc(OCCN2CCN(C(=O)c3ccc(OC)cc3)CC2)cc1 | 2 | -3.2 | 96 | 45 | -1.4 | -25 | -9 | -20 | 5
Cc1nc(C)c(C(=O)NCCC(c2ccccc2)c2ccccc2)o1 | 7 | -1.0 | 99 | 8 | -3.0 | 4 | -25 | -27 | 3
Cn1cc(S(=O)(=O)Nc2ccc(F)cc2F)c(=O)n(C)c1=O | 6 | -2.4 | 109 | 40 | -1.9 | 3 | 16 | -3 | 7
CCOC(=O)N1CCC(NC(=O)c2cc(C)c3c(C)nn(-c4ccccc4)c3n2)CC1 | -6 | 1.2 | 111 | 3 | 0.4 | 1 | 3 | -2 | 6
COc1ccccc1-c1c(C(F)(F)F)oc2c(CN(C)C)c(O)ccc2c1=O | 3 | -3.0 | 104 | 19 | -4.6 | 4 | 14 | -1 | -1
CCC1Sc2ccc(S(=O)(=O)N3CCN(c4ccccc4)CC3)cc2NC1=O (stereo not given) | -10 | -2.5 | 100 | 28 | -4.1 | 4 | -6 | -35 | -1
COC(=O)C1=C(c2ccc(OC)cc2)OC(=O)C1(C)C | 11 | -0.1 | 105 | -13 | -1.2 | 4 | 7 | -18 | 5
Cc1ccc(S(=O)(=O)N2CCN(C(=O)CC(C)(C)C)CC2)cc1 | 0 | -1.0 | 101 | 20 | -0.9 | -21 | 3 | -18 | 6
O=C(Cc1ccc(Cl)cc1)NCC(=O)N1CCN(Cc2ccccc2)CC1 | -29 | -1.3 | 102 | 9 | -2.4 | -5 | 1 | -15 | -2
O=C(NN=C1CCCCC1)c1cc(-c2ccccc2)n[nH]1 | -8 | -4.9 | 104 | 3 | -4.0 | -11 | -10 | -2 | 3
CCc1nnc(NC(=O)CCC(=O)N2CCN(c3ccccn3)CC2)s1 | 7 | -0.9 | nt | -21 | -1.5 | -6 | 8 | -19 | 5
CCOC(=O)c1c(NS(=O)(=O)c2cccc(OC)c2)sc2c1CCC2 | 23 | -2.1 | 108 | 29 | -4.5 | 1 | -4 | -13 | -5
O=C(COC(=O)CNC(=O)c1cccs1)Nc1ccccc1C(F)(F)F | 15 | -0.5 | 101 | 8 | -1.5 | 6 | 7 | -1 | 1
Cn1c(CCC(=O)Nc2ccc(N3CCOCC3)cc2)nc(=O)c2ccccc21 | -3 | -0.2 | 96 | 22 | -0.4 | 7 | -7 | -7 | 4
COc1cc(NC2c3ccccc3C(=O)N2c2ccc(C)cn2)cc(OC)c1OC (stereo not given) | -7 | 0.2 | 111 | 2 | -0.8 | 0 | 11 | -17 | 4
O=C(C1=C(O)C(=O)N(CCN2CCOCC2)C1c1cccc(Br)c1)c1cc2ccccc2o1 (stereo not given) | 17 | 1.3 | 99 | 38 | 0.3 | 1 | 11 | -46 | 0
CCOc1ccc2cc(/C=C/C(=O)c3ccco3)c(Cl)nc2c1 | 21 | -1.4 | nt | 17 | -4.2 | -2 | 36 | -26 | 5
O=C(COc1ccc2ccccc2c1)NC1CC1 | -3 | -2.3 | 88 | 4 | 0.1 | -13 | 14 | 1 | -3
CCOc1ccc(S(=O)(=O)N2CCN(Cc3ccccc3)CC2)c2cccnc12 | -10 | -2.4 | 100 | 11 | -4.8 | 0 | -13 | -21 | 4
Cc1cc(C)n(CC2CC(=O)N(c3ccc(F)c(Cl)c3)C2=O)n1 (stereo not given) | 1 | 2.4 | 104 | 26 | 0.2 | -16 | -4 | -6 | -2
CNCc1sccc1C | 10 | 0.1 | 97 | -7 | -0.8 | 6 | 11 | 4 | -2
CCOC(=O)N1CCN(CC(=O)N2c3ccccc3CCc3ccccc32)CC1 | -12 | -0.9 | 104 | 11 | -2.6 | -12 | 11 | -30 | 1
COc1ccc(C(=O)CCN2CCCCCC2)cc1 | -2 | -1.5 | 81 | 11 | -1.5 | -11 | 0 | 1 | -7
Cc1ccc(NC(=O)CCNS(=O)(=O)c2cccs2)cc1F | 0 | -3.5 | 104 | 19 | -1.9 | -14 | 5 | -6 | -1

Of the compounds above, six have a Cl atom:
SMILES | HCV NS3 hel inh | VIM-2 inhibitor | MEKK3 PB1 HTS | PHOSPHO1 block | IMP-1 inhibitor | p-CIP stab down | UBC9 SUMO inh | FID counter | IDE cell activ
Cc1ccc(CO/N=C/C2=C(Cl)c3ccccc3CC2)cc1 | -5 | -2.0 | 109 | -60 | -2.5 | -7 | 10 | -3 | 5
O=C(c1cc(F)c(F)cc1Cl)N1CCN(c2ccc([N+](=O)[O-])c3ncccc23)CC1 | 0 | -1.2 | 100 | -20 | -1.5 | -13 | 8 | -3 | 0
Cc1cc(Cl)c(S(=O)(=O)Nc2ccc(Cl)cn2)cc1OCC(N)=O | 0 | -1.9 | 103 | 0 | -5.3 | 1 | 14 | -12 | 6
O=C(Cc1ccc(Cl)cc1)NCC(=O)N1CCN(Cc2ccccc2)CC1 | -29 | -1.3 | 102 | 9 | -2.4 | -5 | 1 | -15 | -2
CCOc1ccc2cc(/C=C/C(=O)c3ccco3)c(Cl)nc2c1 | 21 | -1.4 | nt | 17 | -4.2 | -2 | 36 | -26 | 5
Cc1cc(C)n(CC2CC(=O)N(c3ccc(F)c(Cl)c3)C2=O)n1 (stereo not given) | 1 | 2.4 | 104 | 26 | 0.2 | -16 | -4 | -6 | -2

Only part of the results is shown. The share of hits here may be higher or lower than overall.
